# HTR2A ag – mouse HTR2A agonism via beta-arrestin recruitment; CHO-K1 mHTR2A beta-arrestin complementation, luminescence; percent of 30 µM serotonin response; activation, % at 7.6 µM; 360,000 tested, 0.66% active; AID 624169;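 active means activation above a run cutoff, the mean activation of all tested compounds plus 3 SD, cut at about 14% in these data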;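 further: 0% = plate median of compound wells and 100% = 30 µM serotonin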
# Target sequence (P35363 whole entry, looked up): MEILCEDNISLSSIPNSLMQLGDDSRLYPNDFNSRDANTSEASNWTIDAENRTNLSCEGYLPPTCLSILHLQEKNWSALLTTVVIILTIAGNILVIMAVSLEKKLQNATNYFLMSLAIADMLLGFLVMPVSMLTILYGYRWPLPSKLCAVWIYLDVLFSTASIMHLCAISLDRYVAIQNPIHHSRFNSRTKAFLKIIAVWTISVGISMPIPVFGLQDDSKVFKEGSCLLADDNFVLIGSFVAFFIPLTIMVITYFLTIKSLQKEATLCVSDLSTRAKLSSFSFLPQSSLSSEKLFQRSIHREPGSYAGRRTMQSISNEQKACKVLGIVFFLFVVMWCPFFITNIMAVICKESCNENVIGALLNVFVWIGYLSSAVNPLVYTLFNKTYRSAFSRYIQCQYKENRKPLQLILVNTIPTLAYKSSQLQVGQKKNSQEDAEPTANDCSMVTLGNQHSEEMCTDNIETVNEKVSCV
# PDI inh – PDI (human) enzyme inhibition; 350,000 tested, 0.052% active; inhibition, % at 10 µM; PDI insulin aggregation turbidity, A650, 90 min; P07237;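 active means mean inhibition across replicates of 30% or more, whatever share of single replicates reach that level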;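 further: absorbance from insulin aggregation driven by PDI reduction with DTT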
# Target sequence (P07237 whole entry, looked up): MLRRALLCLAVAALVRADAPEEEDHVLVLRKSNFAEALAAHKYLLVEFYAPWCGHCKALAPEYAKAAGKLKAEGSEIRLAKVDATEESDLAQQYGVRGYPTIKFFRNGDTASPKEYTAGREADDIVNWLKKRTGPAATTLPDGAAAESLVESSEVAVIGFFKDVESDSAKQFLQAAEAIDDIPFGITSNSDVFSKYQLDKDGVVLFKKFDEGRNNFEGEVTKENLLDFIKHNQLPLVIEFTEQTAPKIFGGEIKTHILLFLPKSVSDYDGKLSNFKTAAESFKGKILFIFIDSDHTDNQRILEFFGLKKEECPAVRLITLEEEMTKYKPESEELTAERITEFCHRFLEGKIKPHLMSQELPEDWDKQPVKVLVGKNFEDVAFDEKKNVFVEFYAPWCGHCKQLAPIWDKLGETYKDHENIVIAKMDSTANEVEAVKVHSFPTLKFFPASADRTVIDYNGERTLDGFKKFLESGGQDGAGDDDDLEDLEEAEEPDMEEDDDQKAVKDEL
# MC4R antag cAMP – human MC4R antagonism in cAMP assay; P32245; MC4R-expressing cells, MTII-stimulated cAMP, LANCE TR-FRET; inhibition, % at 6.5 µM; 360,000 tested, 0.48% active; AID 540295;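 active means inhibition above its plate's cutoff, the mean of tested wells on that plate plus 3 SD, cut at about 29% in these data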;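 further: 0% = Melanotan II alone and 100% = Melanotan II plus saturating MCL0020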
#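 Assay system: human MC4R-expressing U2OS cells; reagent: Melanotan II stimulation of cells; dosing: 6.5 µM single dose; timing: compound 30 min, challenge 1 h, detection 1 h; signal: TR-FRET cAMP assay; replicates: one well per compound, no replicates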
# CaV13 FRET inh – Disruptors of the CACNA1D IQ motif to Ca2+-dependent inactivation inhibitor domain association, primary screening, Förster resonance energy transfer in intact living …; HEK cells, CFP/YFP FRET ICDI-IQ, plate reader, 10 min; percent FRET-ratio fall versus neutral wells; inhibition, % at 12.3 µM; 340,000 tested, 0.098% active;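 active means mean replicate inhibition of at least 30% and at least 1% of replicates passing that level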;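 further: 0% = median of the neutral control wells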
# Cardio protect – myocardial damage modulation in H9c2 cells | H9c2 cardiomyocytes, H2O2 injury protection, ATPLite, 2 h | protection from H2O2 cell death, % at 20 µM | 360,000 tested, 0.63% active | AID 588492;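 active means compounds giving at least 50% protection of heart cells from peroxide-induced death in the single-dose screen, raw or plate-pattern-corrected value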;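 further: 0% = DMSO wells with peroxide and 100% = DMSO wells without peroxide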
# Granule exo inh – lytic granule exocytosis inhibition; inhibition, % at 10 µM; TALL-104 LAMP-1 surface exposure, flow cytometry; cells stimulated with thapsigargin and PMA; 360,000 tested, 0.66% active;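 active means inhibition above about 55%, limit read from the data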
# N-glyco inh – N-linked glycosylation inhibition; AID 588692; reporter increase, % at 12.5 µM; 360,000 tested, 0.23% active; D54 ERlucT glycosylation luciferase reporter, 24 h; percent of 100 nM tunicamycin response;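 active means mean luciferase reporter signal, scaled so untreated is 0 and the glycosylation-blocking control 100, at or above a set limit in every replicate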;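 further: luciferase carries N-glycosylation sites so blocking glycosylation raises the light; 0% = median of neutral control wells and 100% = median of 100 nM tunicamycin wells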
# ABHD5-PLIN5 inh – inhibitors of human ABHD5-perilipin-5 interaction; Q00G26+Q8WTS1; Split G. princeps luciferase complementation, luminescence, 4 h; inhibition, % at 4 µM; 360,000 tested, 0.78% active; AID 602281;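 active means inhibition above the mean inhibition across every tested compound plus 3 SD, cut at about 22% in these data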;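 further: 0% = DMSO only wells and the 100% control is not disclosed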
# ABCB6 inh 2 – blocks the human ABCB6 transporter; Q9NP58; K562-ABCB6 porphyrin accumulation, flow cytometry, 1 h; stronger effect = lower value; fluorescence ratio to DMSO, % at 10 µM; 360,000 tested, 0.19% active;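 active means fluorescence ratio to DMSO below 75%, the collection mean minus 3 SD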;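 further: signal is porphyrin accumulated inside mitochondria; 100% equals median channel fluorescence of DMSO control wells; lower ratio means ABCB6 inhibition with less porphyrin fluorescence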
# MC4R ag barr – activates human MC4R beta-arrestin recruitment. P32245. U2OS MC4R beta-arrestin complementation, luminescence; percent of melanotan II response, DMSO zero. activation, % at 8.9 µM. 360,000 tested, 0.98% active. AID 540308;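 active means activation above a per-plate cutoff, the mean activation of sample wells on that plate plus 3 SD, cut at about 8% in these data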
# * = called active by the depositor; · = no result given; & = joins results of further samples.
SMILES,HTR2A ag,PDI inh,MC4R antag cAMP,CaV13 FRET inh,Cardio protect,Granule exo inh,N-glyco inh,ABHD5-PLIN5 inh,ABCB6 inh 2,MC4R ag barr
N#CC1=C(N)NC(SCC(=O)Nc2ccccc2)=C(C#N)C12CCCCC2,-1,-2,16,-2,-18,1,-2,-4,94,-7.2
CC[C@H](C)[C@H](NC(N)=O)C(=O)NCCc1ccc(Cl)cc1Cl,-3,-4,18,-4,-2,0,0,-4,104,-0.4
O=C(Cc1ccc(-n2c(=O)c3ccccc3n(Cc3ccccc3F)c2=O)cc1)NCC1CCCO1 (stereo unspecified),-4,-5,11,-2,-1,1,-2,0,99,0.7
CC(C)CNC(=S)N1CCC(C(=O)c2ccc(F)cc2)CC1,-5,-5,17,-21,-2,3,-2,6,104,0.3
CCOC(=O)c1c(C)n(-c2ccc(OC)cc2)c2ccc(O)c(CN(C)C)c12,-11,-8,3,-5,-4,16,7,17,93,-2.0
CC(C)CC1C(=O)N(Cc2cn(Cc3ccco3)nn2)CCS(=O)(=O)N1Cc1ccc(-c2cccc(CO)c2)cc1 (stereo unspecified),1,25,3,-3,12,-2,0,4,100,-0.2
NS(=O)(=O)c1ccc(CCNS(=O)(=O)c2ccc3c(c2)NC(=O)CO3)cc1,5,4,4,-2,-1,-2,-1,4,99,-1.8
COc1ccc(N2CCN(Cc3nc4c(c(=O)[nH]c(=O)n4C)n3CC(C)=O)CC2)cc1,1,-5,-1,-7,-4,0,4,-11,104,0.6
c1ccc(-c2nnc(SCc3ccncc3)o2)cc1,3,-11,0,-4,-5,2,-1,9,79,-0.5
CN(C)S(=O)(=O)N1CCC(Oc2cccc(C(=O)NCCCC3CCCC3)c2)CC1,2,0,5,-7,-11,29,-9,1,88,-1.0
Cc1cccn2c(=O)c(C=NCc3ccco3)c(Nc3ccc(SC(F)F)cc3)nc12,-3,3,7,-5,5,-1,-1,-1,103,2.2
COc1ccc(NCc2nnc(SCC(=O)N3CCCc4ccccc43)n2C)cc1,-2,-14,-6,·,0,1,6,1,100,1.2
CC1(C)CC(=O)C(=Cc2cn(-c3ccccc3)nc2-c2ccccc2)C(=O)C1,11,-3,8,-4,-1,56*,11,1,95,-0.8
O=C(CCNc1n[nH]c(=O)[nH]c1=O)N/N=C/c1ccc(Cl)cc1,2,1,1,-6,-6,-1,0,1,100,2.3
Cc1csc(=O)n1CC(=O)Nc1nc2ccccc2s1,8,18,-2,-3,-14,-2,2,0,97,-2.1
CC(C)C[C@@H]1O[C@H](CCc2ccccc2)CC2=C1C(=O)OC(C)(C)O2,1&-3,·,·,-5,·,2&-1,·,-4&-2,98&97,·
CC(OC(=O)c1ccc2ccccc2n1)C(=O)c1ccccc1 (stereo unspecified),-1,-7,3,-3,-10,0,2,-6,96,-0.4
COc1ccc(C2CC(=O)c3sc(NC(C)=O)nc3C2)cc1 (stereo unspecified),0,3,1,-7,-1,0,-7,-8,92,-0.8
Cc1cccc(-c2ccc3c(c2)C2CC3CCN2)c1 (stereo unspecified),0,0,-4,-4,-15,-2,0,3,108,-0.1
COCCN(C(=O)c1csnn1)C(C(=O)NC1CCCCC1)c1ccc(Cl)cc1 (stereo unspecified),9,4,18,-7,-2,18,0,-9,101,-0.3
CCOC(=O)c1c(NC(=O)CSc2nnc(-c3ccccc3)o2)sc(C(C)=O)c1C,1,-9,5,-5,-18,0,3,0,94,-0.4
O=C(CN1CCC(c2nc3ccccc3s2)CC1)NCc1ccccc1,-4,3,4,·,-7,2,1,2,91,-0.7
CC(=O)Nc1ccc2nc(NC(=O)COc3ccccc3)sc2c1,5,3,9,-6,2,-1,2,0,97,-2.3
Cc1ccc(-c2csc(C3=C(O)CN(NC(=O)c4ccc([N+](=O)[O-])cc4)C3=N)n2)cc1,0,-2,0,6,-1,6,1,-3,89,-2.1
Cc1cc2c(c(=O)o1)C(C13C=CC(CC1)C3)C(C#N)=C(N)O2 (stereo unspecified),0,-4,9,-6,7,-3,0,-4,97,-1.0
O=C(N/N=C/c1cc(Br)c(Br)o1)c1cccnc1,-3,-11,-5,-4,1,12,5,-2,102,-0.3
CN1CCN(C(=O)C2CC(=O)N(c3ccc(F)c(Cl)c3)C2)CC1 (stereo unspecified),-6,-2,6,-7,-8,-11,1,-2,102,-1.2
COc1ccc(C2CC(c3ccc(Cl)cc3)=NN2C(C)=O)cc1 (stereo unspecified),2,10,4,-5,-10,-5,-2,1,94,-1.5
Cc1ccsc1-c1nc(CSCC(=O)NCc2ccc3c(c2)OCO3)c(C)o1,-2,·,-2,-6,-4,-2,5,-5,98,-0.7
O=C(O)C1CCCCC1C(=O)NCc1ccc(Cl)c(Cl)c1 (stereo unspecified),-5,6,1,-6,-6,1,-1,0,100,-3.2
NC(=O)c1cc(S(=O)(=O)N2CC=C(c3ccccc3)CC2)cs1,-1,0,9,-5,-4,-4,3,-4,101,-0.6
Cc1ccc2nc(NCCO)nc(-c3ccccc3)c2c1,-8,5,5,-5,-2,-4,7,-5,98,-0.6
CC(=O)c1cccc(NC2c3ncccc3C(=O)N2Cc2ccco2)c1 (stereo unspecified),3,-5,-5,-8,8,-6,-2,9,94,-1.1
Cn1c(=O)[nH]c(=O)c2c1nc(Br)n2CCSc1nnnn1-c1ccccc1,-1,-1,15,-9,18,-2,-2,4,97,0.0
CCOC(=O)C1CCN(S(=O)(=O)c2ccc3c(c2)CCCN3C(C)=O)CC1,-5,-4,4,-2,-13,-2,-1,-2,97,1.1
CCOC(=O)COc1ccc(S(=O)(=O)NCc2ccncc2)cc1,2,-3,18,-9,-18,-2,0,10,94,0.1

# Quoted at random: four compounds from above, in no set order.
SMILES,HTR2A ag,PDI inh,MC4R antag cAMP,CaV13 FRET inh,Cardio protect,Granule exo inh,N-glyco inh,ABHD5-PLIN5 inh,ABCB6 inh 2,MC4R ag barr
CC(C)CNC(=S)N1CCC(C(=O)c2ccc(F)cc2)CC1,-5,-5,17,-21,-2,3,-2,6,104,0.3
O=C(Cc1ccc(-n2c(=O)c3ccccc3n(Cc3ccccc3F)c2=O)cc1)NCC1CCCO1 (stereo unspecified),-4,-5,11,-2,-1,1,-2,0,99,0.7
Cc1ccc2nc(NCCO)nc(-c3ccccc3)c2c1,-8,5,5,-5,-2,-4,7,-5,98,-0.6
CC(C)CC1C(=O)N(Cc2cn(Cc3ccco3)nn2)CCS(=O)(=O)N1Cc1ccc(-c2cccc(CO)c2)cc1 (stereo unspecified),1,25,3,-3,12,-2,0,4,100,-0.2

# The list continues.
SMILES,HTR2A ag,PDI inh,MC4R antag cAMP,CaV13 FRET inh,Cardio protect,Granule exo inh,N-glyco inh,ABHD5-PLIN5 inh,ABCB6 inh 2,MC4R ag barr
COc1ccccc1N1C(=O)CC1(C#N)c1ccc(OCc2ccccc2)cc1 (stereo unspecified),0,2,2,-2,-8,0,-6,-1,96,-1.4
O=C(NCCS(=O)(=O)N1CCN(c2ccccc2F)CC1)C1CC(=O)N(c2ccc(F)cc2)C1 (stereo unspecified),3,-5,2,-3,-2,8,-1,0,100,-0.6
CCSC1=C(C#N)C(c2ccccc2OC)CC(=O)N1 (stereo unspecified),4,7,1,-7,2,4,-1,3,99,-0.2
COc1cccc(Oc2nnnn2-c2ccccc2)c1,0,8,2,-4,-1,-5,-1,-1,93,-0.4
O=C(CCc1ccc(S(=O)(=O)N2CCOCC2)cc1)Nc1ccc2ccccc2c1,-7,-2,15,-5,0,-4,-2,1,103,0.9
O=C(CC1C(=O)NCCN1C/C=C/c1ccccc1)NCCc1ccncc1 (stereo unspecified),-3,0,8,1,8,-1,1,4,99,-2.0
CC1CC(C)CN(C(=O)c2cc(S(=O)(=O)N3CCCCC3)ccc2Cl)C1 (stereo unspecified),-6,-5,5,-5,-3,8,-1,5,97,-2.6
CN(CC(=O)Nc1n[nH]c(=S)s1)S(=O)(=O)c1cccc2cccnc12,4,6,3,-4,-2,11,2,-18,93,-1.6
CCOC(=O)c1ccccc1NC(=O)CSc1ccc(-c2cccnc2)nn1,1,11,0,-2,14,0,-2,3,93,-0.4
Cc1c(C(=O)N2CCCC(C(F)(F)F)C2)oc2ccccc12 (stereo unspecified),1,-8,13,-2,4,-7,-3,5,100,2.1
COc1ccc(C(=O)OCc2nc(N)nc(Nc3ccccc3C)n2)cc1OC,7,-2,-8,-15,2,-1,2,4,96,0.8
Cc1ccc(S(=O)(=O)N2C[C@H]3C(=O)C[C@@H](c4cccc(Cl)c4)N(S(=O)(=O)c4ccc(C)cc4)[C@H]3C[C@H]2c2ccccc2)cc1,-2,17,-4,-6,1,8,-5,-2,92,-1.6
CC(C)C1Cc2c(sc(NC(=S)NC(=O)c3ccccc3)c2C#N)CO1 (stereo unspecified),4,-4,18,-4,-2,-3,1,-6,104,0.8
COC(=O)NCc1ccc(S(=O)(=O)N2CCOCC2)cc1,-6,0,14,·,4,1,5,-2,101,0.4
BrC(=C\c1ccccc1)/C=N/N1CCN(Cc2ccccc2)CC1,20*,2,3,0,-13,-5,0,-2,101,1.2
COc1ccc(N2CCN(C(=O)c3cc(-c4cc(OC)ccc4OC)nc4ccccc34)CC2)cc1,-12,-5,16,-5,31,14,-2,6,98,3.2
CCC(=O)Nc1ccc(S(=O)(=O)Nc2cc(C)on2)cc1,1,-1,1,-4,0,-1,3,-4,100,-1.6
Cc1cccc(NC(=S)NC2CCCC2)n1,-3,1,-4,1,-8,-4,-1,-12,97,-0.7
COCCOC(=O)C1=C(C)Nc2nc(C)nn2C1c1ccccc1 (stereo unspecified),-3,8,-5,-4,7,-2,5,6,97,2.6
Cc1ccc(C(=O)Nc2ccnc(-c3ccncc3)n2)cc1,1,6,18,-5,7,0,4,-2,98,-0.8
CCn1cnc2c1c(=O)n(CC(=O)Nc1ccc3c(c1)OC(F)(F)O3)c(=O)n2Cc1ccccc1,-7,-7,-1,·,-7,1,0,3,104,0.2
COc1cccc(NC(=O)CN(C)C(=O)c2ccc(COc3ccccc3)o2)c1,4,1,10,-4,-3,-1,-1,3,94,3.6
FC(F)(F)c1cc(C(F)(F)F)c2ccc(N/N=C/c3ccccc3)nc2n1,0,10,-3,-5,-4,10,0,0,102,-0.3
COc1ccc(C(O)c2ncc(-c3ccccc3)[nH]2)cc1F (stereo unspecified),9,-8,14,-10,2,-1,0,1,98,0.6
CC1(CO)CCCC1NCCNC1CCCC1(C)CO (stereo unspecified),1,·,·,·,0,-6,1,8,98,·
Cc1ccc(OCCn2cncn2)c([N+](=O)[O-])c1,-1,-5,1,0,-2,-5,1,18,97,-1.1
Cc1cc2c(cc1S(=O)(=O)N1CCOCC1)NC(=O)CO2,6,-2,2,-4,0,-3,0,2,94,-0.6
NC(=O)CNC(=O)[C@@H]1CC2(CC(c3ccccc3)=NO2)CN1C(=O)c1ccc(Br)cc1 (stereo partly specified),2,-10,-1,-7,9,-2,1,4,93,-0.8
Cc1ccc(C)c(C(=O)NC2CC(C)(C)NC(C)(C)C2)c1,-2,0,5,-5,-1,0,1,-6,98,-0.6
O=C1c2ccccc2NC2CCCCC12 (stereo unspecified),-4,3,4,-12,2,2,-1,2,94,0.2
CC1(c2ccccc2)NC(=O)N(CC#N)C1=O (stereo unspecified),1,1,10,-3,12,1,0,0,98,-3.1
